NCOA2 inhibitor: inhibition of GAL4-SRC2 driven luciferase reporter, primary screen, SRC2 inhibitor project, cell-based, luminescence. 370,000 tested, 0.17% active. Nuclear receptor coactivator 2 (Homo sapiens), Q15596. inhibition, % at 9 µM. HEK293 GAL4-SRC2 luciferase reporter;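 active = inhibition above the mean inhibition of all tested compounds plus 3 SD, set per campaign, cut at about 52% in these data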;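 note: 0% = DMSO treated cells and 100% = cells given Gossypol at 36 µM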
NCOA3 inh: SRC3 coactivator transcriptional activity inhibitors, primary screen, cell-based, luminescence; Nuclear receptor coactivator 3 (Homo sapiens), Q9Y6Q9; 360,000 tested, 0.17% active; inhibition, % at 3.6 µM; HEK293 GAL4-SRC3 luciferase reporter;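 active = inhibition above a per-campaign cutoff, the mean of all compounds plus 3 SD, cut at about 60% in these data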;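 note: 0% = DMSO-treated cells and 100% = gossypol-treated cells at 36 µM; higher means less SRC3-driven luciferase light from the GAL4 reporter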
LRH-1 inv ag: LRH-1 (NR5A2) inverse agonists, primary screen, cell-based, luminescence, HEK293T, StAR-luciferase reporter | Nuclear receptor subfamily 5 group A member 2 (Homo sapiens), O00482 | inhibition, % at 3.6 µM | LRH-1 transfected, 24 h | 360,000 tested, 0.13% active;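 active = inhibition above the mean inhibition of all tested compounds plus 3 SD, cut at about 73% in these data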;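 note: 0% = DMSO wells and 100% = reporter-only cells lacking LRH-1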
NOD2 RIPK2 PPI: NOD2-RIPK2 binding disruptors in cells, primary screen, fluorescence, CHO cells, BLA complementation | CCF4 ratio | inhibition, % at 4.98 µM | 360,000 tested, 0.38% active | AID 624267, 2012; in the data active = inhibition above about 21%;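 note: 0% = vehicle only and 100% = reference blocker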
MC4R barr agon: MC4R agonists recruiting beta-arrestin, primary screen, cell-based, luminescence, agonist arm of biased-ligand search; Melanocortin receptor 4 (Homo sapiens), P32245; U2OS MC4R beta-arrestin complementation; percent of melanotan II response, DMSO zero; activation, % at 8.9 µM; 360,000 tested, 0.98% active;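 active = activation above a per-plate cutoff, the mean activation of sample wells on that plate plus 3 SD, cut at about 8% in these data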
NR2F2 inh: NR2F2 transcriptional activity inhibitors, primary screen, cell-based, luciferase reporter, HEK293T, luminescence; HEK293T NGFI-A luciferase reporter; inhibition, % at 8.6 µM; 370,000 tested, 0.7% active;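 active = inhibition above a per-plate cutoff, mean inhibition of test wells between control levels plus 3 SD, cut at about 38% in these data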;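 note: cells cotransfected with COUP-TFII expression vector driving the NGFI-A reporter; 0% = median of COUP-TF2 test wells and 100% = reporter-only cells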
LMP1 NFkB inh: EBV LMP1-driven NF-kappaB luciferase reporter inhibitors, primary screen, cell-based, luminescence, single point; LMP1-induced NF-kappaB luciferase reporter cells; inhibition, % at 12.5 µM; 350,000 tested, 0.69% active; in the data active = inhibition above about 41%;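 note: 0% = neutral control wells and 100% = reference inhibitor control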
MC4R antagonist: MC4R antagonists of cAMP signaling, primary screen, cell-based, TR-FRET, antagonist arm of biased-ligand search | MC4R-expressing cells, MTII-stimulated cAMP, LANCE TR-FRET | AID 540295, 2011 | Melanocortin receptor 4 (Homo sapiens), P32245 | 360,000 tested, 0.48% active | inhibition, % at 6.5 µM;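 active = inhibition above its plate's cutoff, the mean of tested wells on that plate plus 3 SD, cut at about 29% in these data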;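 note: 0% = Melanotan II alone and 100% = Melanotan II plus saturating MCL0020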
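system = U2OS cells with stable human MC4R expression | also added = Melanotan II challenge after compound preincubation | dosing = one concentration, 6.5 µM nominal | incubation = compound 30 min, challenge 1 h, detection 1 h | measured by = TR-FRET with Eu-cAMP and labeled anti-cAMP, 671 nm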
NCOA1 inh: SRC1 coactivator transcriptional activity inhibitors, primary screen, cell-based, luminescence; AID 588354, 2011; HEK293 GAL4-SRC1 luciferase reporter; Nuclear receptor coactivator 1 (Homo sapiens), Q15788; 360,000 tested, 0.12% active; inhibition, % at 3.6 µM;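 active = inhibition above the campaign mean plus 3 SD, with each screening campaign given its own cutoff, cut at about 60% in these data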;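 note: 0% = DMSO treated cells and 100% = gossypol at 36 µM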
ABHD5 PLIN5 PPI: ABHD5-PLIN5 interaction inhibitors, primary screen, cell lysate, split luciferase complementation, luminescence | Perilipin-5 (Homo sapiens) + 1-acylglycerol-3-phosphate O-acyltransferase ABHD5 (Homo … | Split G. princeps luciferase complementation, 4 h | inhibition, % at 4 µM | 360,000 tested, 0.78% active | AID 602281, 2012;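 active = inhibition above the mean inhibition across every tested compound plus 3 SD, cut at about 22% in these data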;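 note: 0% = DMSO only wells and the 100% control is not disclosed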
Target sequence (Q00G26 whole entry, looked up): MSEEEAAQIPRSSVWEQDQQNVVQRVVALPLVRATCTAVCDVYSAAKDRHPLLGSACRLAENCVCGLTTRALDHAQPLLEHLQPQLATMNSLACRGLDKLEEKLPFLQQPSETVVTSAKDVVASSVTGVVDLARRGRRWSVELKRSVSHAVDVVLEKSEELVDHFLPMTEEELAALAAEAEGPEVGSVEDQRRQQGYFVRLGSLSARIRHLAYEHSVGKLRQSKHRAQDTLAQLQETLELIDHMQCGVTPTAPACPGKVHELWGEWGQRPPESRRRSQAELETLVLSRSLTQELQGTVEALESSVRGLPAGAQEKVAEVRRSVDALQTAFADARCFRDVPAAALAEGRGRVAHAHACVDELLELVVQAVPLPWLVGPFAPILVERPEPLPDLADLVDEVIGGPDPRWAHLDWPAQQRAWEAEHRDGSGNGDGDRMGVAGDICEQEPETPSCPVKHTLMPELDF
Target sequence (Q8WTS1 whole entry, looked up): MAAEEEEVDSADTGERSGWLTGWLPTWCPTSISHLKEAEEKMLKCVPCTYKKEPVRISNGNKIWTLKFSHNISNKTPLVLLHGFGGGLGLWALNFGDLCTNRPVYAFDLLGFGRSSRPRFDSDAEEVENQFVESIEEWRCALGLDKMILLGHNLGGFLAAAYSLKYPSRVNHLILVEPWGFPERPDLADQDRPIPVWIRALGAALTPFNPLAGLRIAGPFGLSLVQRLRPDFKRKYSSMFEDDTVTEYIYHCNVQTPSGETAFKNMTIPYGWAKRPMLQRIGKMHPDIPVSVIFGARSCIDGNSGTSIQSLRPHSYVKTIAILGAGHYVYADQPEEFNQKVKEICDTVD
TLR9-MyD88 block: inhibitors of TLR9-MyD88 association in cells, primary screen, cell-based, CHO, BLA complementation, fluorescence | 340,000 tested, 0.21% active | CCF4 FRET ratio | Toll-like receptor 9 (Homo sapiens) + Myeloid differentiation primary response protein … | inhibition, % at 4.98 µM | AID 504734, 2011;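 active = inhibition above the mean over all tested compounds plus 3 SD, cut at about 21% in these data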;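 note: 0% = DMSO only wells and 100% = clavulanate BLA inhibitor control wells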
Starred values were filed as active, the others as inactive. This is a subset (hit frequency here may not be typical).

entry	molecule	NR2F2 inh	TLR9-MyD88 block	NOD2 RIPK2 PPI	MC4R antagonist	NCOA3 inh	NCOA1 inh	LMP1 NFkB inh	ABHD5 PLIN5 PPI	LRH-1 inv ag	MC4R barr agon	NCOA2 inhibitor
1	O=C(O)c1ccc(NC2=C/C(=N/S(=O)(=O)c3ccccc3)c3ccccc3C2=O)cc1	-18	8	-9	-16	23	-1	-12	-19	16	-3.2	28
2	CC(C)CCOCC(=O)Nc1cccc(C(=O)O)c1	-46	5	1	-7	-73	-107	22	3	-148	-0.9	-75
3	Cc1nc(NC(=O)/C=C/c2ccccc2)n[nH]1	-13	1	5	5	6	-11	-45	25*	-30	-1.5	-28
4	COc1ccc(C(=O)NCC(=O)N/N=C/c2cn[nH]c2-c2ccccc2)cc1	7	-3	-7	3	0	0	-4	6	15	-1.1	16
5	Cc1cc2cc(CNS(=O)(=O)c3ccccc3)ccc2n1C	1	-1	3	-1	1	-44	-15	-5	4	-0.9	-9
6	CN(Cc1ccccc1)S(=O)(=O)c1ccc(NC(=O)C2CCCO2)cc1 (configuration not stated)	8	-12	-7	21	7	1	-14	-10	1	1.0	-3
7	COc1cc(OC)c2ccc(=O)oc2c1C(CC(=O)N1CCCC(C)C1)c1ccc2c(c1)OCO2 (configuration not stated)	7	-16	2	11	-7	3	-2	5	15	0.3	-32
8	C=CCn1c(-c2ccccc2)ccc(C#N)c1=O	-5	-7	-2	-4	8	-2	4	-10	-2	3.7	0
9	CCNC(=O)COc1ccc(F)cc1C(=O)c1cnn(-c2ccccc2)c1	-2	4	5	6	-3	-10	-8	-6	26	0.1	-3
10	O=C(NCc1ccccc1)NCc1cccs1	-15	1	-8	26	-17	-25	4	-2	-33	-0.2	-22
11	O=C(/C=C/c1ccc(S(=O)(=O)NCc2ccco2)cc1)NCc1cccc(Cl)c1	3	0	-7	7	-11	7	8	-8	25	-0.9	17
12	CC(=O)c1ccc(NC(=O)NCc2ccc(F)cc2)cc1	-4	-2	-2	11	-9	1	4	-6	-5	-3.2	-1
13	S=C(NCCCN1CCOCC1)Nc1ccc(Nc2ccccc2)cc1	-12	4	2	12	2	-12	2	0	-14	-1.5	-12
14	O=C(COc1ccccc1)NCc1cccs1	-16	1	1	0	-12	-5	-7	2	1	-1.4	-1
15	OCCC1CN(Cc2ccc(-n3cccn3)cc2)CCN1Cc1ccccc1 (configuration not stated)	-1	7	-7	2	12	5	1	3	11	-0.5	1
16	N#C/C(=C\c1ccc(Sc2nc3ccccc3[nH]2)o1)c1ccccc1	12	8	1	1	-12	-8	9	-3	8	-1.3	11
17	CC(NC(=O)CNC(=O)c1cccc(Cl)c1)c1ccccc1 (configuration not stated)	-8	2	0	-2	2	1	-9	4	9	1.2	14
18	Cc1ccc(C)c(NC(=O)C2CCCN(S(=O)(=O)c3c(C)nn(C)c3C)C2)c1 (configuration not stated)	-27	-2	-8	14	16	12	6	-2	-25	0.3	8
19	CCOC(=O)c1cc(S(=O)(=O)N2CCCC2)cn1C	-22	0	-4	-1	2	2	-1	-6	16	-3.1	4
20	COc1cccc2c1C(CCCC(=O)O)CCC2 (configuration not stated)	-13	12	1	6	4	5	-4	9	19	-1.2	4
21	CCOc1cc2[nH]c(=S)n(Cc3ccc(C(=O)NCCCOC)cc3)c(=O)c2cc1OCC	3	-16	-7	2	-3	13	4	-1	2	0.4	13
22	COc1ccc(-c2noc(N3CCCC(C(=O)Nc4ccc(C(C)=O)cc4)C3)n2)cc1 (configuration not stated)	-31	3	-4	7	-35	-38	-6	2	4	-0.3	-11
23	O=C(Nc1ccccc1C(F)(F)F)C1CCN(C(=O)c2cccs2)CC1	3	-3	1	-1	-8	3	-3	-4	-13	0.5	-6
24	CCOC(=O)c1cc(C(O)(C(F)(F)F)C(F)(F)F)c(/N=C/N(C)C)o1	7	-8	-1	13	-11	13	-2	0	19	1.0	-33
25	CCC(C(=O)NC1CCCCC1)n1c(SCc2cccc(F)c2)nc2ccncc21 (configuration not stated)	17	-4	6	2	19	8	9	-2	21	-0.7	21
26	CC(=N\NC(=O)c1cc(Br)ccc1O)/C(=N/O)C(=O)Nc1ccccc1	-9	8	15	-2	-18	-12	4	2	-26	-2.1	-4
27	O=C(Nc1cnn(Cc2c(Cl)cccc2Cl)c1)c1ccc([N+](=O)[O-])cc1	-15	10	-6	5	-4	-26	-8	0	-34	4.0	-13
28	CN(C)S(=O)(=O)c1ccc(NC(=O)C2CC(=O)N(Cc3ccccc3)C2)cc1 (configuration not stated)	5	-4	0	7	12	2	-8	2	12	-5.0	-2
29	Cc1ccc(C(=O)N/C(=C\c2cccs2)C(=O)N2CCOCC2)cc1C	4	0	7	11	-13	-4	-4	0	-3	-2.3	11
30	COC(=O)C(C)Oc1ccc(Oc2nc(Cl)ccc2Cl)cc1 (configuration not stated)	5	7	4	1	11	-19	-4	-7	-11	-0.1	-30
31	Cc1cc(S(=O)(=O)N2CCN(c3ccccc3O)CC2)c(C)s1	0	4	-16	-9	13	-13	2	-12	16	-0.3	-5
32	O=C(c1ccc(CS(=O)c2cccc(Cl)c2)o1)N1CCOCC1 (configuration not stated)	13	3	-2	5	-6	5	-7	-4	1	-2.1	-6
33	Cc1c(N(C(=O)CNC(=O)c2ccccc2)C2(C(=O)NC3CCCCC3)CCCCC2)c(=O)n(-c2ccccc2)n1C	0	-9	-1	8	9	-2	-1	-1	3	0.2	1
34	CC1CCC(NC(=O)CN(C)S(=O)(=O)c2cccc3cccnc23)CC1 (configuration not stated)	7	-5	-7	5	11	4	2	2	0	0.0	-9
35	CC1(c2cc(C(F)(F)F)n3nc(C(=O)O)cc3n2)CC1	0	2	-14	0	0	4	-1	-13	8	0.5	-48
36	CCCCn1c(N)c(N(CCC(C)C)C(=O)C2CC(=O)N(c3cccc(SC)c3)C2)c(=O)[nH]c1=O (configuration not stated)	4	-5	-8	17	11	-17	2	-1	-1	0.3	-6
37	CC(C)CNC(=S)N1CCC(C(=O)c2ccc(Cl)cc2)CC1	18	-7	10	4	10	10	12	6	10	-1.6	0
38	COc1ccc([C@H](NC(=O)OC(C)(C)C)C(=O)OC(C)(C)C)cc1	-2	5	4	3	-17	0	-5	-8	13	0.9	-5
39	COc1ccc(-c2noc(CCCC(=O)NCc3ccco3)n2)cc1OC	4	-2	-1	8	10	-28	-6	3	5	-2.0	-43
40	Cc1cc(F)ccc1NC(=O)c1cc(S(=O)(=O)N2CCCC2)cn1C	1	-2	0	1	12	9	13	5	15	0.3	-8
41	O=[N+]([O-])c1ccc(-c2ccc(C=Nc3cccc4ccccc34)o2)cc1	4	3	-2	11	-1	-5	-3	7	18	-2.4	-18
42	COc1cc(OC)c(NC(=S)NCc2ccccc2)cc1Cl	22	7	-1	-6	18	9	7	0	12	-1.7	14
43	CO/N=C/CC(=O)c1ccc([N+](=O)[O-])c(CS(=O)(=O)c2ccc(Cl)cc2)c1	-10	-7	-2	15	-9	1	5	0	-25	-1.1	-2
44	C#CCOC(=O)c1ccccc1C(=O)N(CC)CC	12	4	-4	-1	0	0	1	2	15	-2.2	-33
45	Nc1cc(C(=O)OCC(=O)NCc2ccco2)ccc1Cl	-7	-3	-2	-2	-2	-7	4	3	8	-2.0	-22
46	CN(C(=O)COC(=O)CCc1c[nH]c2ccccc12)c1ccccc1	12	-1	0	0	1	2	-5	3	14	-1.7	9
47	Cc1ccccc1Nc1c(-c2ccncc2)nc2ccc(Br)cn12	-17	-11	-10	7	-33	-18	-14	5	-22	0.8	-23
48	Cc1ccc2cc(CN(C(=O)c3cccnc3)C(C)C)c(=O)[nH]c2c1	1	6	8	1	-23	-22	1	-7	2	-1.4	4
49	CC(=O)Nc1ccc(NC(=O)c2ccc(N(C)S(=O)(=O)c3ccc(C)cc3)cc2)cc1	-16	-5	-1	-1	1	-18	-1	-11	-23	-0.2	1
50	COc1ccc(NC(=O)C2C(c3ccccc3)C2(Cl)Cl)c(OC)c1 (configuration not stated)	20	0	-5	-1	1	-9	-3	-7	19	1.0	16
51	O=C(NCc1ccccc1)NC1(C(=O)N2CCN(c3ncccn3)CC2)CCCCC1	3	-3	1	21	6	6	-6	5	2	-0.4	-21
52	CCOc1ccc(NC(=O)CCSc2nnc(C)s2)cc1	0	-4	-3	10	-1	1	-3	0	0	0.6	-23
53	CCCCCCNC1=NCCS1	11	-14	1	4	-4	-11	-8	-4	4	-0.1	6
54	CCOC(=O)c1ccc(NC(=O)c2sc3nc(N4CCOCC4)c4c(c3c2N)CCCC4)cc1	2	-1	-13	-4	19	-6	-3	4	17	2.5	-6
55	O=C(COc1ccc2ccccc2c1)NN1C(=O)c2ccccc2C1=O	-2	8	-9	9	0	8	8	1	-6	1.4	18
56	CC(=O)N1N=C(c2ccc(C)cc2)OC1c1ccc(C)cc1 (configuration not stated)	-10	-9	-5	-1	-19	-16	-24	-1	4	-0.7	-4
57	Cc1c(Br)c([N+](=O)[O-])nn1C(C)C(=O)NCc1ccco1 (configuration not stated)	-20	5	5	15	21	-4	2	-3	-14	-2.4	2
58	Nc1ccncc1N	-13	-6	-2	13	-10	2	-2	3	-7	0.0	-26
59	CC(C)CCN(C(=O)CNC(=O)c1cccs1)C(C(=O)NC1CCCCC1)c1cccnc1 (configuration not stated)	4	4	-9	-1	12	-4	4	1	-17	0.4	10

Compound profiles, from the list above. Order of screens: NR2F2 inh	TLR9-MyD88 block	NOD2 RIPK2 PPI	MC4R antagonist	NCOA3 inh	NCOA1 inh	LMP1 NFkB inh	ABHD5 PLIN5 PPI	LRH-1 inv ag	MC4R barr agon	NCOA2 inhibitor
Listed for `CCC(C(=O)NC1CCCCC1)n1c(SCc2cccc(F)c2)nc2ccncc21` (configuration not stated) = 17	-4	6	2	19	8	9	-2	21	-0.7	21
Listed for `COc1cc(OC)c(NC(=S)NCc2ccccc2)cc1Cl` = 22	7	-1	-6	18	9	7	0	12	-1.7	14
